ATXN2 expr inh – ATXN2 expression inhibition; Potency, µM (titrated, usually from 57 µM), for inactives: at the top dose activity change, negative = inhibition, usual class: inhibitors; HEK-293 ATXN2-luciferase reporter, luminescence, 24 h; 0.72% of 360,000 active; also: potency is read from the fitted curve at half-maximal effect; % is scaled to controls: 0 for no effect and ±100 for the full control effect; nearly all actives have a fitted effect of over 55% in size
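ATXN2-luciferase reporter cells (luciferase flanked by upstream and downstream ATXN2 gene portions) were treated 24 h at 37 °C with compounds at up to 57 uM. SteadyGlo luminescence gave expression; GF-AFC fluorescence gave viability.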
ATXN viability – cell viability loss in ATXN counter-screen | S2 cells (HEK-293 line with an ATXN2-luciferase reporter) viability, CellTiter-Fluor protease fluorescence, 24 h | AID 651635 | Potency, µM (doses to about 56.7 µM), actives largely listed as cytotoxic | 0.49% of 400,000 active; also: potency is read from the fitted curve at half-maximal effect; nearly all actives have a fitted effect of over 40% in size
IL-2 act – IL-2 activation; IL-2 activation reporter assay, cell-based qHTS; stimulated with anti-CD3/CD4/CD28 beads; in transgenic mouse T cells; activation, % (series mostly up to about 46 µM); 0.065% of 360,000 active; in the data active = activation above about 50%; inconclusive = mostly about 30% to 49%; also: 0% is about no effect
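Unstimulated transgenic mouse T cells, 750 per well, received compound and, after 60 minutes, anti-CD3/anti-CD4 bead plus anti-CD28 stimulation. EGFP and DsRed were quantified after 18 hours.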
TGFb inhibitor – TGF-b pathway inhibition; 1.2% of 410,000 active; AID 588855; Potency, µM (doses to about 46.1 µM), for the others: at the highest dose activity, negative = inhibition, usual class: inhibitors; HepG2 CAGA-GFP TGF-b/SMAD3 reporter, GFP fluorescence, 18 h; TGF-beta stimulated, 500 pg/mL final; also: potency is read from the fitted curve at half-maximal effect; % is scaled to controls: 0 for no effect and ±100 for the full control effect; nearly all actives have a fitted effect of over 65% in size
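HEPG2 CAGA-GFP cells (1000/well, DMEM with 1% FBS) were pre-incubated 2 h at 37 degrees C, given compound by pin tool, then stimulated with TGF-beta at 500 pg/mL final for 18 h before per-cell GFP fluorescence imaging.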
EPAC2 ag – agonists of human EPAC2 (RAPGEF4). 0.079% of 360,000 active. EPAC2 activation, biochemical qHTS; response scale: 100% = 6.5 mM cAMP response. Q8WZA2. Potency, µM (series often up to 154 µM), for inactives: top-dose activation, most hits filed as activators; also: potency is read from the fitted curve at half-maximal effect; nearly all actives have a fitted effect of over 50% in size
Target sequence (Q8WZA2 whole entry, looked up): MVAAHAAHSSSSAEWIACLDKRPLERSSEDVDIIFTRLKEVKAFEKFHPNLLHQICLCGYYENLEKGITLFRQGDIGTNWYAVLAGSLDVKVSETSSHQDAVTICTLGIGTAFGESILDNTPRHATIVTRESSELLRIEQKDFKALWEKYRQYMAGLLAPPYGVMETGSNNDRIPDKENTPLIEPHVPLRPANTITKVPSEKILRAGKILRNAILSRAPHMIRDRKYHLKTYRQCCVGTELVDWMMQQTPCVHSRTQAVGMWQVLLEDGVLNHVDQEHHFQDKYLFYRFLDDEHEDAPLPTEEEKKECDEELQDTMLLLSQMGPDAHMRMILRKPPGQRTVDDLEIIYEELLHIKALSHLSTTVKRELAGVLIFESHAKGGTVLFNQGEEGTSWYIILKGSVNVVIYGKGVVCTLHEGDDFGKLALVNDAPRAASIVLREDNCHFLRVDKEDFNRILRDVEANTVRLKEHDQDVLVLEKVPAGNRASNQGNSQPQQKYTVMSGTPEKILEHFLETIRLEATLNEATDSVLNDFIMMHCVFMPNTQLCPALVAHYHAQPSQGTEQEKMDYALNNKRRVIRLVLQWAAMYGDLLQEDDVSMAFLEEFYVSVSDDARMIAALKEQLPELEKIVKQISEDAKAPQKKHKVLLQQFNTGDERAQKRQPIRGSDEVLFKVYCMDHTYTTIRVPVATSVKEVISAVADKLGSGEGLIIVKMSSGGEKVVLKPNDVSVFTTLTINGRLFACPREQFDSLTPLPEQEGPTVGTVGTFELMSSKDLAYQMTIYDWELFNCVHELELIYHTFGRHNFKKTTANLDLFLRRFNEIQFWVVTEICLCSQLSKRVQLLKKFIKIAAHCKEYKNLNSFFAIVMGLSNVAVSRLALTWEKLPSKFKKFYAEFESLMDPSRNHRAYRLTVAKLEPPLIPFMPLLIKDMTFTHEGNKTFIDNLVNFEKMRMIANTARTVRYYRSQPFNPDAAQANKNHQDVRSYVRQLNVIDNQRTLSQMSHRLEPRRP
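Nucleotide exchange monitored as fluorescence drop when BODIPY-GDP leaves Rap1B. Reaction: 100 nM EPAC2, 250 nM RAP1B-BODIPY-GDP, 50 uM GDP, room temperature, kinetic read over 30 min. Activity expressed relative to 6.5 mM cAMP.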
Nrf2 block – Nrf2 pathway inhibition. Potency, µM (series often up to 46 µM), for the others: top-dose activity change, negative = inhibition, actives largely listed as inhibitors. AID 504444. 2.1% of 360,000 active. A549 ARE-Fluc reporter, luciferase luminescence, 18-24 h; also: potency is read from the fitted curve at half-maximal effect; % is scaled to controls: 0 for no effect and ±100 for the full control effect; nearly all actives have a fitted effect of over 60% in size
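Quantitative HTS in A549 cells stably bearing an antioxidant response element-firefly luciferase construct. Inhibition of Nrf2-driven transcription was scored by luminescence after 18-24 h of compound exposure at 37 °C.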
HepG2 tox – HepG2 cytotoxicity, counter-screen for TGF-b inhibitors. HepG2 CAGA-GFP viability, ATP luminescence, 18 h. Potency, µM (highest dose often 46.1 µM), inactives show at the top dose activity change, negative = cytotoxicity, most hits filed as cytotoxic. 0.76% of 410,000 active. AID 588856; also: potency is read from the fitted curve at half-maximal effect; some results filed as inactive show a strong effect at the top dose
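CellTiter-Glo luminescence gave cytotoxicity after 18 hours at 37 degrees C. The cells were HepG2 CAGA-GFP in 1% FBS DMEM, stimulated with 500 pg/mL TGF-beta after compound addition. %Activity was normalised to no-cell wells (complete cell-killing) and DMSO (no toxicity), and curves were fitted and classified.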
Nrf2 activator – Nrf2 pathway activation; Potency, µM (highest dose often 46.1 µM), for the others: top-dose activation, most hits filed as activators; 0.31% of 410,000 active; AREc32 ARE-luciferase reporter (MCF7-derived line), luminescence, 24 h; AID 624171; also: potency is read from the fitted curve at half-maximal effect; % of control where 0% means no effect; nearly all actives have a fitted effect of over 65% in size
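Reporter line AREc32 (ARE-Fluc), seeded overnight in OPTI-MEM with 5% FBS; compound pin-transferred, 24 hr at 37 deg C, 5% CO2; luminescent read-out.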
A549 viability – counter-screen for Nrf2 inhibitors: cytotoxicity in A549 cells; 0.16% of 390,000 active; Potency, µM (highest dose often 46 µM), for the others: at the top dose activity change, negative = cytotoxicity, most hits filed as inhibitors; A549 ARE-Fluc cells, CellTiter-Fluor viability, 18-24 h; also: potency is read from the fitted curve at half-maximal effect; % is scaled to controls: 0 for no effect and ±100 for the full control effect
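Cytotoxicity counterscreen: CellTiter-Fluor fluorescence was measured in A549 ARE_Fluc cells after 18-24 h of compound exposure in a concentration series. The subsequent BugLite luminescent read reports ARE-luciferase activity.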
Active calls of the source: *; i = inactive; ? = inconclusive; . = not tested or not shown; & = joins results of further samples; [ ] = another dose, or the depositor's remark. Unless noted, calls follow the shape of the dose curve; as a rule, active = well fitted curve in the direction sought with a large enough effect; inconclusive = small, poorly fitted or top-dose-only effect, or another doubt; inactive = no such curve, though single readings can be large; an effect the other way counts as inactive or inconclusive.

entry	canonical_smiles	ATXN2 expr inh	ATXN viability	IL-2 act	TGFb inhibitor	EPAC2 ag	Nrf2 block	HepG2 tox	Nrf2 activator	A549 viability
1	O=C1NC(=Nc2cccc(Cl)c2)SC1Cc1cccc(Cl)c1Cl (stereo not drawn)	-20.3%	i	1.4	-16.1%	9.8%	?	-4.1%	-0.4%	-7.3%
2	N#CC[C@H](c1ccccc1)N1CCN(Cc2ccccc2)CCC1=O	7.2%	i	-0.2	3.2%	12.0%	-11.5%	-3.4%	-0.1%	7.5%
3	COc1cc2ccccc2cc1C(=O)NC(=S)Nc1nnn(C)n1	-0.9%	i	-0.7	?	-8.4%	27.3%	5.3%	0.0%	6.5%
4	COc1ccc(CNC(=O)c2ccc(Cl)c(S(=O)(=O)N3CCCCCC3)c2)cc1	.	?	0.1	-12.4%	9.1%	.	-14.6%	-0.6%	.
5	O=C(CSc1nnc(-c2ccncc2)n1-c1ccc(Cl)cc1)Nc1ccc(C(=O)O)cc1	-36.7%	?	0.8	2.5%	2.1%	-6.1%	2.3%	0.1%	-1.2%
6	COc1ccc(OCC(=O)Nc2ccc(S(=O)(=O)N3CCN(C)CC3)cc2)cc1	-27.1%	?	1.0	-1.0%	1.1%	-0.9%	-0.9%	-0.4%	-3.6%
7	Cc1ccc(N(C(=O)c2csnn2)C(C(=O)NC2CCCC2)c2ccccn2)cc1 (stereo not drawn)	-7.9%	i	2.5	0.5%	-2.4%	4.9%	-18.9%	-0.6%	-1.1%
8	Cc1ccc(C)c(N2CCN(C(=O)C3CCCN(S(=O)(=O)c4cccc5nonc45)C3)CC2)c1 (stereo not drawn)	-0.6%	i	.	-24.8%	.	?	-13.4%	-0.4%	1.2%
9	CC1CCCN(C(=O)Cn2cnc3c2c(=O)n(C)c(=O)n3C)C1 (stereo not drawn)	-10.0%	i	0.0	0.0%	1.4%	0.7%	1.7%	0.2%	-1.4%
10	CCN(CC(=O)Nc1ccccc1OC)C(=O)CSCc1c(C)noc1C	-5.2%	i	-0.6	3.4%	4.5%	-1.9%	8.5%	0.7%	11.5%

Just HepG2 tox and Nrf2 block, for 3 of the compounds above:
cpd	Molecule	HepG2 tox	Nrf2 block
7	Cc1ccc(N(C(=O)c2csnn2)C(C(=O)NC2CCCC2)c2ccccn2)cc1 (stereo not drawn)	-18.9%	4.9%
8	Cc1ccc(C)c(N2CCN(C(=O)C3CCCN(S(=O)(=O)c4cccc5nonc45)C3)CC2)c1 (stereo not drawn)	-13.4%	?
9	CC1CCCN(C(=O)Cn2cnc3c2c(=O)n(C)c(=O)n3C)C1 (stereo not drawn)	1.7%	0.7%

Next entries:
entry	canonical_smiles	ATXN2 expr inh	ATXN viability	IL-2 act	TGFb inhibitor	EPAC2 ag	Nrf2 block	HepG2 tox	Nrf2 activator	A549 viability
11	COc1ccc(NC(=S)N(CCCN2CCCCC2)Cc2cccs2)cc1	-3.8%	i	3.7	7.1%	-1.0%	0.3%	-23.7%	-0.3%	-19.7%
12	Cc1ccc(Sc2cc(C)nc(-c3ccccn3)n2)cc1	?	i	-1.8	-22.0%	9.9%	6.9%	-19.3%	2.8%	-5.3%
13	CN(C)CCCNC(=O)C[C@H]1C[C@H](C(=O)N2CCOCC2)[C@@]2(C)c3[nH]c4ccc(Cl)cc4c3CCN2C1=O	12.8%	i	0.4	4.0%	3.9%	20.4%	3.4%	0.7%	4.8%
14	COc1ccc([C@H]2N[C@]3(CCCN(Cc4ccc(C(F)(F)F)cc4)C3=O)[C@H]3C(=O)N(C)C(=O)[C@@H]23)cc1	2.6%	i	-2.7	-0.8%	6.5%	.	-0.1%	-1.0%	.
15	COc1ccc(NC(=O)COc2ccc(/C=N/NC(=O)c3cccnc3)cc2OC)cc1	.	i	-3.1	10.2%	-2.7%	0.1%	4.3%	2.5%	-10.6%
16	CCCc1cc(=O)[nH]c(SCC(=O)N2CCc3ccccc3C2)n1	5.6%	i	0.3	-20.8%	6.2%	-4.7%	-30.0%	-0.2%	-2.9%
17	O=C(CNC(=O)Cc1ccccc1)N=Nc1c(O)[nH]c2ccc(Br)cc12	-20.6%	i	0.2	-19.2%	-5.0%	-1.4%	-20.5%	-0.2%	-0.5%
18	O=c1c(Cc2ccc(F)cc2)c(O)ccn1Cc1cccc(Cl)c1	-23.9%	i	-0.2	-16.3%	-4.6%	.	-5.8%	-1.6%	-3.0%
19	COc1ccc2[nH]c(=O)c(CN(C(=O)COc3ccccc3)C(C)C)cc2c1	2.5%	i	-0.3	-5.1%	7.1%	-8.6%	-6.0%	0.0%	2.1%
20	COc1ccc(/C=N/NC(=O)COc2cccc3cccnc23)cc1OC	-7.8%	i	-5.3	-3.0%	7.2%	-4.7%	-13.1%	-0.1%	0.2%
21	CCCCNC(=O)CCc1nc2cccnc2n1Cc1ccc(OC)cc1	-35.8%	i	-1.2	-2.1%	0.9%	-11.6%	-1.3%	0.2%	0.7%
22	CCn1nc(C(=O)NCCc2ccc3c(c2)OCCO3)c2ccccc2c1=O	4.0%	i	0.4	36.2%[activator]	-5.7%	?	-27.0%	0.9%	0.1%
23	CCCC(=O)Nc1ccccc1N1CCN(C(=O)c2ccccc2)CC1	-2.3%	i	-0.9	-1.0%	9.5%	3.8%	-2.9%	-0.2%	-0.6%
24	C/C(=N\N=C1/NC(=O)C(C)S1)c1ccco1 (stereo not drawn)	1.5%	i	0.5	7.3%	-1.1%	18.5%	-10.5%	?	1.7%
25	Cc1ccccc1Cn1c(-c2cccs2)nc2ccccc21	13.1%	i	.	?	.	?	-30.8%	9.7%	-0.4%
26	O=C(Cn1c(=O)c2sccc2n(CC(=O)Nc2ccc(Cl)cc2Cl)c1=O)NCCc1ccccc1	.	.	.	-21.8%	.	4.0%	1.1%	2.7%	1.6%
27	COCCn1c(SCC(=O)NNC(=O)c2ccc(OC)c(OC)c2)nc2ccccc2c1=O	10.7%	i	-0.4	-1.2%	5.2%	-23.1%	-2.3%	-0.7%	-9.5%
28	CCc1nnc(NC(=O)COc2ccccc2[N+](=O)[O-])s1	.	i	-0.4	13.1%	9.8%	13.4%	175.8%	7.4%	-0.3%
29	COc1ccc(C2=C(CN(C)C)C(c3ccccc3)c3ccccc3O2)cc1 (stereo not drawn)	?	?	-0.3	?	16.3%	?	-26.2%	5.0%	?
30	Cc1cccc(C(=O)NCC(=O)N2CCN(c3ccc(Cl)cc3)CC2)c1	-33.5%	i	-2.9	0.0%	5.6%	?	-27.2%	-0.9%	-1.5%
31	O=C(N/N=C/c1ccc[nH]1)c1cc(-c2ccc(Cl)cc2)nc2ccccc12	?	i	-0.9	-18.4%	5.1%	?	-18.7%	0.9%	?
32	CC(C(=O)OCC(=O)NC1CCCC1)N1C(=O)c2ccccc2C1=O (stereo not drawn)	1.1%	i	-3.3	2.1%	-1.0%	11.5%	6.4%	-0.3%	-6.3%
33	CCOc1ccc(NC(=O)CN(C)C(=O)/C=C/c2ccco2)cc1OCC	-3.7%	i	-0.6	2.0%	-1.0%	7.8%	-2.6%	-0.9%	1.4%
34	CC(C)C(=O)NCC(c1ccc2c(c1)OCO2)N1CCN(c2ccccc2F)CC1 (stereo not drawn)	3.9%	i	.	-0.5%	.	.	-24.7%	0.8%	6.0%
35	Cc1nc(NCC2CCCO2)c2nnn(Cc3ccccc3)c2n1 (stereo not drawn)	7.6%	i	-0.6	-0.8%	7.2%	9.8%	-20.9%	-0.1%	1.0%
36	Cc1ccnc(NS(=O)(=O)c2ccc(NC(=O)Cc3cccs3)cc2)n1	3.8%	i	-2.4	-1.7%	-5.2%	1.4%	5.7%	0.0%	-2.6%
37	COc1ccc(C2NC(=S)N(c3ccccc3)C(C)=C2C(=O)Nc2ccccc2)cc1 (stereo not drawn)	1.9%	i	-1.9	6.8%	16.6%	12.2%	-9.8%	2.6%	-1.2%
38	CC(C)Cc1ccc(C(C)C(N)=NCCc2ccccc2)cc1 (stereo not drawn)	?	?	-0.9	?	4.8%	?	17.8µM*	-0.6%	0.4%
39	CCCCNC(C(=O)Nc1ccc(Cl)c([N+](=O)[O-])c1)c1ccccc1 (stereo not drawn)	-2.2%	i	-1.0	?	13.5%	-22.5%	-19.7%	2.6%	-4.8%
40	C(#Cc1ccccc1)CN1CCN(c2ccccn2)CC1	3.9%&3.3%	?	1.5&1.6	0.9%&-3.9%	4.7%&1.9%	7.3%&25.1%	-22.8%&-15.9%	-0.1%&-1.1%	13.4%&7.9%
41	COc1ccc(C2CC(=O)c3cnc4c(-c5ccccc5)c(C)nn4c3C2)cc1OC (stereo not drawn)	16.3%	i	.	?	.	?	1.3%	-0.1%	-5.3%
42	Cc1cc(C)c(C#N)c(SCC(=O)Nc2ccccc2C)n1	0.7%	i	0.2	-0.7%	3.4%	3.1%	13.2%	-0.4%	2.3%
43	CN(C)c1nc(SCCOC(=O)Nc2ccccc2)nc(N(C)C)n1	6.5%	i	1.2	-34.1%	11.7%	?	-30.1%	0.1%	0.3%
44	O=C(Nc1ccon1)Nc1ccccc1C(F)(F)F	-3.0%	i	0.9	1.9%	5.8%	-25.3%	11.2%	-0.3%	0.5%
45	Cc1ccc(S(=O)(=O)Nc2nc3cc(C)c(C)cc3[nH]2)cc1	-23.5%	i	-0.8	6.7%	8.3%	?	-18.5%	-0.4%	-17.2%
46	CCOCCCn1c(SCC(=O)Nc2cc(C(C)(C)C)nn2-c2ccccc2)nc2ccccc2c1=O	4.7%	i	-0.9	-2.5%	7.4%	-0.5%	21.3%	-0.7%	-1.9%
47	C=Cn1cc[n+](CC(=O)c2ccc(Cl)c(Cl)c2)c1	3.4%	?	-0.5	1.7%	-2.0%	-44.0%	8.1%	-0.9%	-13.5%

Compound activity (PubChem)
